# HCV inh – inhibitors of hepatitis C virus infection. Potency, µM (doses to about 41.8 µM), for the others: at the top dose activity change, negative = inhibition, most hits filed as inhibitors. 3.4% of 340,000 active. Huh7.5.1 HCVcc-Cre infection, luciferase reporter, 44 h. AID 651820; further: potency means the concentration at half of the fitted maximal effect; on the % scale 0 is the no-effect control and ±100 the full control effect
#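 Reporter virus HCVcc-Cre (~0.5 moi) infects cells exposed to compound; seeding density 1,000 cells/well with 4 h settling beforehand. Luminescence, 15 sec read, taken 44 h post-infection following a 15 min RT substrate incubation.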
# LmPK inhibitor – blocks Leishmania mexicana pyruvate kinase activity; Q27686; AID 1721; 0.37% of 290,000 active; Potency, µM (series often up to 57.5 µM), for the others: top-dose activity change, negative = inhibition, hits mostly inhibitors; purified LmPK, Kinase-Glo ATP luminescence, 1 h; further: potency means the concentration at half of the fitted maximal effect; on the % scale 0 is the no-effect control and ±100 the full control effect
# Target sequence (Q27686 whole entry, looked up): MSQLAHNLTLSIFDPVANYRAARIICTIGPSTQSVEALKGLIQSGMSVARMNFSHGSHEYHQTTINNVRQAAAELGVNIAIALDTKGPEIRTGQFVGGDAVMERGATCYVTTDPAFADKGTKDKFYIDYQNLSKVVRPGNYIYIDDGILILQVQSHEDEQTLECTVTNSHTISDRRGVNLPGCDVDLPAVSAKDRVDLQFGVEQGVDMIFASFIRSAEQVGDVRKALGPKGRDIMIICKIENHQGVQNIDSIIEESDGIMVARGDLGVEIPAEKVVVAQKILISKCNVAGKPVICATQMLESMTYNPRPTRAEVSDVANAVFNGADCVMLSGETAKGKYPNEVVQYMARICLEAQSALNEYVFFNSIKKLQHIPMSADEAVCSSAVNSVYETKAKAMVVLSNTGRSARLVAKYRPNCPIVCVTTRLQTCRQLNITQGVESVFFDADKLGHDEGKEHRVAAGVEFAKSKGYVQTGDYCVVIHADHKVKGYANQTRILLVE
#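 ATP generated from ADP (0.1 mM) and PEP (0.5 mM) by 0.1 nM LmPK over 1 h at room temperature (pH 7.2 imidazole buffer) was detected by coupled luciferase luminescence. Values were normalized to uninhibited and no-enzyme wells.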
# CHX counter – affects cycloheximide protein synthesis inhibition readout, counter-screen; cell reporter, cycloheximide protein synthesis inhibition counterscreen; 12% of 300,000 active; max response, %; AID 2314; in the data active means max response mostly above about 13%, no sharp cut-off; inactive means mostly below about 14%; further: read at 38.3 µM for the half of the compounds with a filed dose; 0% is about no effect
# TbPYK inhibitor – inhibitors of Trypanosoma brucei pyruvate kinase; Q57TT1; TbPYK enzyme, Kinase-Glo Plus ATP luminescence, 45 min; Potency, µM (top dose mostly 76.8 µM), for inactives: top-dose activity, negative = inhibition, actives largely listed as inhibitors; 0.12% of 410,000 active; further: potency means the concentration at half of the fitted maximal effect; on the % scale 0 is the no-effect control and ±100 the full control effect; nearly all actives have a fitted effect of over 50% in size
#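 Activity of T. brucei pyruvate kinase was followed by Kinase-Glo Plus luminescence after the enzyme reacted 45 min at room temperature with 130 uM ADP (final) and substrate. Test compounds were added before ADP at multiple concentrations.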
# Pf growth 96h – P. falciparum growth inhibition at 96 hour, primary screen for plastid delayed-death inhibitors; Potency, µM (doses to about 28.7 µM), inactives show at the highest dose activity change, negative = inhibition, usual class: inhibitors; 6.9% of 320,000 active; P. falciparum luciferase reporter growth, 96 h; AID 504834; further: potency means the concentration at half of the fitted maximal effect; on the % scale 0 is the no-effect control and ±100 the full control effect
#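 Compounds incubated with erythrocytes infected by luciferase-expressing P. falciparum (2% hematocrit, 0.05% parasitemia final) for 96 hours, 37 C in 5% CO2. Growth inhibition scored as decreased luciferase luminescence.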
# Shiga toxin inh – inhibitors of Shiga toxin in Vero cells. inhibition, % at 38.7 µM. AID 2315. 9.2% of 290,000 active. Vero cells, Shiga toxin protein synthesis inhibition reporter; in the data active means inhibition mostly above about 28%, no sharp cut-off; inactive means mostly below about 43%; further: 0% is about no effect
# Pf growth 48h – P. falciparum growth inhibition at 48 hours (one generation). 5.9% of 310,000 active. Potency, µM (doses to about 28.7 µM), for inactives: top-dose activity change, negative = inhibition, most hits filed as inhibitors. P. falciparum luciferase growth in erythrocytes, 48 h. AID 504832; further: potency means the concentration at half of the fitted maximal effect; on the % scale 0 is the no-effect control and ±100 the full control effect
#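 First compound was added to culture medium, then infected red cells at 0.1% parasitemia and 2% hematocrit (final). After incubation at 37 C under 5% CO2, luciferase detection reagent was dispensed and light output recorded.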
# * hit, by the source's call; i = inactive; ? = inconclusive; · = no result given; & = joins results of further samples; [ ] = remark or other dose. Unless noted, the call rests on the fitted dose curve; in most records, active means well fitted curve in the direction sought with a large enough effect; inconclusive means small, poorly fitted or top-dose-only effect, or another doubt; inactive means no such curve, though single readings can be large; an effect the other way counts as inactive or inconclusive.
mol	LmPK inhibitor	CHX counter	HCV inh	Shiga toxin inh	TbPYK inhibitor	Pf growth 96h	Pf growth 48h
COc1ccc(C2=NN(CN3C(=O)C(=O)c4ccccc43)C(c3cccc([N+](=O)[O-])c3)C2)cc1 (configuration not stated)	8%	13*	?	117*	-4%	-22%	?
O=C(O)c1ccc(Cl)c(S(=O)(=O)NCc2ccco2)c1	9%	-5	22%	-6	-5%	1%	7%
O=C(COC(=O)c1ccc(Cl)c(Cl)c1)NC1CCCC1	2%	-3	14%	-12	7%	8%	-10%
S=C(Nc1ccccc1Cl)N1CCCCCC1	-7%	6	2%	7	0%	11%	9%
O=C1NC2(CCC3(CC2)OCCO3)NN1c1ccc(Cl)cc1	1%	13	3%	45	0%	14%	-12%
CN(C(=O)Cn1c(Cl)nc2c1c(=O)n(C)c(=O)n2C)C1CCS(=O)(=O)C1 (configuration not stated)	·	·	13%	·	2%	2%	3%
Oc1ccc(C2N=C(c3ccccc3)NC(c3ccccc3)=N2)cc1	12%	9	7%	-9	1%	12µM*	-13%
CCN(CC)CCCN1C(=O)C(=O)/C(=C(/O)c2ccc(Cl)cc2)C1c1ccccn1 (configuration not stated)	2%	10	8%	-1	0%	0%	13%
O=C(NC1CCCCC1)C(c1ccccc1)N(C(=O)c1cccs1)c1ccc2c(c1)OCO2 (configuration not stated)	1%	-3	2%	-12	-13%	?	?
C=C(C)CN(CC)C(=O)CN1C(=O)NC(C)(c2ccc3ccccc3c2)C1=O (configuration not stated)	5%	-5	-25%	-5	4%	26%	18%
CC(C)Cn1nc(C(=O)Nc2cccc(S(=O)(=O)N3CCCC3)c2)c2ccccc2c1=O	·	·	?	·	-1%	9.3µM*	12µM*
Cc1cc(N2CCN(Cc3nc(-c4ccc(F)cc4)oc3C)CC2)cc(C)n1	-3%	-1	?	13	0%	12µM*	?
CC(C)(C)CC(=O)NC(=S)Nc1ccccc1C(F)(F)F	4%	1	8%	-16	-4%	-34%	?
O=C1COc2ccc(S(=O)(=O)N3CCN(c4ccccc4F)CC3)cc2N1	-2%	-10	?	-3	0%	69%[activator]	-17%
CCOC(=O)c1sc(NC(=O)COc2ncnc3ccccc23)c(C(=O)OCC)c1C	4%	-1	-25%	-2	5%	-21%	-7%
Cc1nn(-c2ncc(C(F)(F)F)cc2Cl)c(=O)n1-c1cccc(Cl)c1	1%	-5	10%	-15	4%	-21%	·
CCN1C(=O)C(CC(=O)Nc2ccccc2)N(Cc2ccccn2)C1=S (configuration not stated)	5%	21	17%	-3	0%	259%[activator]	-22%
Cc1cc(OC(=O)N2CCOCC2)cc(C)c1Cl	-5%	-3	-2%	-8	-12%	·	-21%
Cc1ccc[n+](CC(=O)Nc2cccc([N+](=O)[O-])c2)c1	3%	-2	4%	-15	0%	i	-14%
Cc1cccc2sc(N(CCCN(C)C)C(=O)c3ccc(C(=O)c4ccccc4)cc3)nc12	1%	-12	?	-17	0%	-102%	6.6µM*

# Record cards, from the list above. Values in the order: LmPK inhibitor	CHX counter	HCV inh	Shiga toxin inh	TbPYK inhibitor	Pf growth 96h	Pf growth 48h
# `O=C1NC2(CCC3(CC2)OCCO3)NN1c1ccc(Cl)cc1` is entered as 1%	13	3%	45	0%	14%	-12%
# `Oc1ccc(C2N=C(c3ccccc3)NC(c3ccccc3)=N2)cc1` is entered as 12%	9	7%	-9	1%	12µM*	-13%
# `O=C(O)c1ccc(Cl)c(S(=O)(=O)NCc2ccco2)c1` is entered as 9%	-5	22%	-6	-5%	1%	7%
# `Cc1cc(N2CCN(Cc3nc(-c4ccc(F)cc4)oc3C)CC2)cc(C)n1` is entered as -3%	-1	?	13	0%	12µM*	?

# The list continues:
mol	LmPK inhibitor	CHX counter	HCV inh	Shiga toxin inh	TbPYK inhibitor	Pf growth 96h	Pf growth 48h
CCOC(=O)C1CCN(C(=O)c2ccc(SC)cc2OC)CC1	0%	-3	-17%	-5	3%	·	6%
CC(=O)c1ccc2noc(-c3cccc(F)c3)c2c1	-1%	0	2.2µM*	7	-3%	13%	0%
Cc1nc2ncnn2c(C)c1CCC(=O)NCc1ccccc1	0%	-3	6%	-3	·	6%	3%
COc1ccc(Nc2ncnc3ccc(C)cc23)cc1	-4%	1	-6%	-3	0%	12µM*	?
CCCOc1ccc(C2NC(=O)NC(c3ccccc3)=C2C(C)=O)cc1OCC (configuration not stated)	5%	-7	?	-18	2%	4.7µM*	·
O=C(NCCC(=O)N1CCN(c2ccccn2)CC1)c1ccc(Br)cc1	·	·	-22%	·	3%	2%	0%
CCC(CC)NCc1ccc2c(c1)c1ccccc1n2CC	-2%	-4	13µM*	-30	3%	?	?
CSCCC(NC(=O)CCNC(=O)c1ccccc1Cl)c1nc2ccccc2[nH]1 (configuration not stated)	·	·	-4%	·	-1%	11%	-13%
O=C(N/N=C/c1cccc(OC(=O)c2ccco2)c1)c1ccc(F)cc1	3%	64*	21%	26*	-5%	72%[activator]	168%[activator]
COc1ccc(/C=N/n2c(C)cc(C)c(C(N)=O)c2=O)cc1	-4%	1	6%	-15	6%	16%	·
CCOC(=O)[C@@H]1[C@H]2COc3ccccc3[C@@H]2N2C(=O)N(c3ccc(OC)cc3)C(=O)[C@@]12C	0%	-3	9%	-8	3%	11%	14%
CCC(=O)NCc1cc(-c2nn(C)c(=O)c3ccccc23)ccc1C	-1%	-3	-22%	-9	-2%	·	-13%
Cc1cc(C)n(/N=C/c2c[nH]c3ccccc23)c(=O)c1	7%	-2	9%	-11	0%	18%	38%[activator]
CCOC(=O)C1CCCN(C(=O)c2cccc(S(=O)(=O)N3CC(C)OC(C)C3)c2)C1 (configuration not stated)	-6%	-3	5%	-27	-9%	?	?
NC(=NCc1ccc2c(c1)OCO2)NC(=O)c1ccccc1	-3%	-3	2%	2	-14%	30%	9%
COc1cc(C2C(C(C)=O)=C(O)C(=O)N2CCc2c[nH]c3ccccc23)ccc1O (configuration not stated)	2%	-3	15%	0	2%	?	-22%
COc1ccc(OC)c(NC(=O)Cn2cc(C#N)c3ccccc32)c1	2%	-4	-9%	-29	4%	·	?
Cc1noc(C)c1S(=O)(=O)Nc1ccc(C(=O)NC2CCCCC2C)cc1 (configuration not stated)	0%	-1	3%	18	4%	?	-8%
CC(C)(C)NCCCCOc1ccc(F)cc1	1%	-4	-8%	-16	-4%	45%[activator]	·
Cn1c(O)c(C=NCCCN2CCCC2=O)c(=O)n(C)c1=O	0%	4	-9%	-11	-27%	?	17%
COCCn1c(N)c(C#N)c2nc3ccccc3nc21	1%	-3	-11%	-20	4%	·	-4%
CN1CCN(CC(O)COCCOc2ccc(Br)cc2)CC1 (configuration not stated)	-2%	0	?	7	?	11%	-4%
O=C(Nc1nc(-c2cccnc2)cs1)c1ccc([N+](=O)[O-])cc1	1%	12	?	-1	-10%	12µM*	4.7µM*
CC1CN(Cc2nnc(-c3ccccc3)o2)CC(C)O1 (configuration not stated)	4%	-1	3%	-2	6%	?	34%[activator]
c1cnn(-c2cncc(-n3cccn3)n2)c1	-26%	6	3%	20	2%	-20%	58%[activator]
O=C(Nc1ccnc(-c2cccnc2)n1)c1ccc(Cl)cc1	-1%	1	-11%	-16	-1%	?	?
COc1ccc(NC(=O)C2CCN(S(=O)(=O)c3ccc(N4CCCC4=O)cc3)CC2)cc1OC	8%	2	8%	-2	-12%	13µM*	?
COc1ccccc1C1C2C(=O)N(c3ccccc3)C(=O)C2ON1c1ccccc1 (configuration not stated)	8%	3	7%	-18	5%	8.3µM*	1%
Cc1nc(-c2ccc(Cl)cc2)sc1C1(C)CC(c2ccc([N+](=O)[O-])cc2)=NO1 (configuration not stated)	0%	6	10%	2	1%	17%	37%[activator]
CCOP(=O)(OCC)c1cccc(OP(=O)(c2cccc([N+](=O)[O-])c2)c2cccc([N+](=O)[O-])c2)c1	-1%	-2	18%	26	-15%	126%[activator]	1%
COc1cccc(NC(=O)CSc2nnnn2C(C)C)c1	-7%	16	11%	11	0%	?	30%[activator]
CCCS(=O)(=O)N1CCCC(C(=O)NCc2ccc(C)cc2)C1 (configuration not stated)	-1%	2	2%	20	1%	·	6%
Cn1c(=O)[nH]c(=O)c2c1nc(Br)n2C/C=N/NC(=O)c1ccccc1	0%	39*	-3%	55*	0%	34%[activator]	7%
CC(C)N(CCc1ccncc1)C(=O)Nc1ccc(F)cc1	13%	7	-2%	31	4%	?	·
CCCc1ccc(-c2cc(C(=O)N3CCN(c4ccccn4)CC3)c3ccccc3n2)cc1	2%	49*	?	31	3%	5.2µM*	6%
COc1ccc(-c2oc3ccc(-c4cc(OC)c(OC)c(OC)c4)cc3c2C(=O)c2ccc(OC)nc2)cc1	1%	-2	48%[activator]	-7	2%	?	?
CCOCCCNC(=O)c1cc(Nc2ccc(OC)cc2OC)nc2ccccc12	-8%	2	?	-2	-3%	21%	-1%
CCN(CC)CCCN(Cc1cc2cc3c(cc2[nH]c1=O)OCO3)C(=O)Nc1ccccc1OC	-2%	-1	3%&11%	-5	-5%	10µM*	?
Cc1ccc(S(=O)(=O)N2CCOCC2)cc1NC(=O)COc1ccc2c(C)cc(=O)oc2c1	1%	-2	-4%	-11	-6%	9.3µM*	?
Fc1ccc(CSc2nncn2NCc2ccc3c(c2)OCO3)cc1	-1%	1	-2%	-4	1%	25%	?
COc1ccccc1NC(=O)N1C2CCCC1CC(NC(=O)c1ccccc1)C2 (configuration not stated)	-1%	-3	15%	-2	-6%	?	-26%
CN(C)CCNc1ncnc2c1sc1nc(N3CCOCC3)c3c(c12)CC(C)(C)SC3	-1%	-8	10µM*	-15	-5%	?	?
Cn1cnnc1SCC(=O)Nc1ccc(S(=O)(=O)N2CCOCC2)cc1	·	·	6%	·	3%	?	?
COc1ccccc1NC(=O)CSCc1ccc([N+](=O)[O-])cc1	0%	-2	7%	-18	-2%	27%	-1%
O=Cc1cn(CC(=O)Nc2ccc(F)cc2)c2ccccc12	-1%	-9	1%	-9	-1%	55%[activator]	-5%
Cc1ccc(NC(=O)CN2C(=O)NC3(CCc4ccccc43)C2=O)cc1 (configuration not stated)	6%	-3	-9%	12	1%	34%	6%
Cn1cc(C(O)CN2CCCCC2)c2ccccc21 (configuration not stated)	-3%	-1	4%	21	4%	-3%	16%
CC1CCCC(C)N1S(=O)(=O)c1ccc(S(=O)(=O)NCc2ccccc2)cc1 (configuration not stated)	1%	-3	-3%	-2	-1%	26%	18%
CCCCn1c(O)c(C(C)=NCc2cccnc2)c(=O)[nH]c1=O	-1%	-2	-6%	-3	1%	12%	-4%
COc1cccc(C(=O)NCCSCc2c(F)cccc2Cl)c1	12%	22*	4%	·	-4%	?	42%[activator]
C=CCn1c(SCC(=O)NC2CCCCC2)nnc1-c1ccc(OC)cc1	-2%	-2	2%	-6	-6%	61%[activator]	6%

# High-throughput results from PubChem.

# An unsorted share of the library; any-hit rate near 24%.
